High-throughput results from PubChem BioAssay.
APP 5'UTR act: APP 5'UTR luciferase reporter activation; SH-SY5Y APP 5'UTR luciferase reporter, luminescence; zero percent = DMSO vehicle wells; activation, % at 2 µM; actives 1% (n = 190,000); AID 1276;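 active = activation above a set limit, based on mean plus 3 SD of controls, cut at about 140% in these data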; note: values of inactives mirror those of a sister screen read the other way
PMI act hi M6P: increases human PMI activity with near-saturating mannose 6-phosphate | activation factor at 20 µM | coupled PMI enzyme assay, resazurin fluorescence, 20 min; stronger effect = higher value; 1 = untreated enzyme, 0 = substrate-free blank | P34949 | actives 0.34% (n = 190,000);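 active = activation factor of 2 or more at 20 µM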
Target sequence (P34949 whole entry, looked up): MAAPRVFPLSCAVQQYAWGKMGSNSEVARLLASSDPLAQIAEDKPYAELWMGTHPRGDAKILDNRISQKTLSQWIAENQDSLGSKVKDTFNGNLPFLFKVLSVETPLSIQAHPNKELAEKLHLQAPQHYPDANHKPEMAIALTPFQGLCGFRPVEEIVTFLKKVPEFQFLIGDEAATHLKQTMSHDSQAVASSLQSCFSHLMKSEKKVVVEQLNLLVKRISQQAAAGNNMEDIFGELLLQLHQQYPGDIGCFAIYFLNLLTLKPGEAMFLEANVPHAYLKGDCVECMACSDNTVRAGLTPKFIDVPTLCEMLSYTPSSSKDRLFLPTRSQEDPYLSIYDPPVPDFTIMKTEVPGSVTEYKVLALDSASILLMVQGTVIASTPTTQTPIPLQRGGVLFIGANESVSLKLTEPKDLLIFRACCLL
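Test system: human phosphomannose isomerase with PGI, G6PDH, diaphorase coupling enzymes; Amount: PMI at 15 ng/mL final; Reagent: Mannose-6-phosphate 1.0 mM (near-saturating) plus 0.22 mM NADP+; Timing: 20 min, room temperature; Technique: resorufin fluorescence at Ex 544/Em 590 nm; Dosing: 20 µM single dose.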
FLuc stim CS: firefly luciferase counter-screen for stimulation assays. ATPlite luciferase biochemical, luminescence, 10 min; 0 = ATP-free wells, 1 = DMSO control. activation factor at 10 µM. 200,000 tested, under 10 active. P08659;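 active = luciferase activation factor, scaled between plate controls, of at least 2 with compound at 10 µM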
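Assay system – cell-free luciferase reagent · Medium – PBS-based ATP solution · Dosing – test compounds dosed from 2 mM stocks in 100% DMSO · Timing – 10 min, room temperature · Technique – light output (luminescence) · Measure – luminescence gain marking luciferase activators · Controls – No-ATP low control, compound-free enzyme-plus-ATP high control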
TNAP inh noacc: inhibitors of human TNAP without phosphate acceptor | actives 0.26% (n = 200,000) | P05186 | inhibition, % at 20 µM | purified TNAP, CDP-star luminescence, 30 min;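 active = tissue-nonspecific alkaline phosphatase inhibition above about 50% at 20 µM in the single-dose screen, limit read from the data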;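 note: 0% = DMSO negative control and 100% = EDTA positive control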
Target sequence (P05186 whole entry, looked up): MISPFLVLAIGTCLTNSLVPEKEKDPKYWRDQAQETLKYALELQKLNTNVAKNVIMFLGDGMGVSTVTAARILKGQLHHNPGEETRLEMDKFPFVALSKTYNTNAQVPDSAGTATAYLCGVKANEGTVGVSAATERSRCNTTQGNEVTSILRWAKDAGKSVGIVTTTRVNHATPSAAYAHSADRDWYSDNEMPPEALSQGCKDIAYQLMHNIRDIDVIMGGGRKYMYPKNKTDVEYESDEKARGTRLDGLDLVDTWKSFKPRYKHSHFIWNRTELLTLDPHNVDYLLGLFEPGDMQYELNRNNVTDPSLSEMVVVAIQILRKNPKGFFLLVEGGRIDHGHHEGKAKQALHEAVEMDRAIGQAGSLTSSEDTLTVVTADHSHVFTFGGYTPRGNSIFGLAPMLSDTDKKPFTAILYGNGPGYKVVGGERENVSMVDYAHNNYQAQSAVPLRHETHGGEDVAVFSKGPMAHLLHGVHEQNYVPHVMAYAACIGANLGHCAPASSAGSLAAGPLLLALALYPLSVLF
TNAP inh hiacc: inhibitors of human TNAP at high phosphate acceptor concentration. inhibition, % at 20 µM. purified TNAP, CDP-star luminescence, 1 M DEA. P05186. actives 0.03% (n = 200,000). AID 1135;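 active = over 50% inhibition of tissue-nonspecific alkaline phosphatase at 20 µM in the single-dose screen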;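 note: plate controls were DMSO wells for no effect and EDTA-quenched wells as full inhibition for full effect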
bIAP act: increases bovine intestinal alkaline phosphatase activity. AID 1016. activation factor at 20 µM. purified bovine IAP, CDP-star luminescence, 30 min; stronger effect = higher value; fold of DMSO-control signal, blank-subtracted. actives 0.17% (n = 200,000);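 active = activation factor of 2 or more at 20 µM, a signal rise over negative controls twice the positive control's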
TNAP act hi DEA: TNAP (human) activation, high acceptor | activation factor at 20 µM | purified TNAP, CDP-star luminescence, 1 M DEA, 30 min; stronger effect = higher value; 0 = EDTA background, 1 = DMSO-only activity | 200,000 tested, under 10 active | AID 1136 | P05186;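 active = activation factor at least 2 at 20 µM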
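system = human TNAP | amount = enzyme diluted 1/800 final | reagent = 100 µM CDP-star substrate | signal = luminescent substrate turnover signal | dosing = one dose, 20 µM | benchmarks = EDTA negative control, DMSO positive control | measure = activation factor | timing = 30 min reaction, room temperature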
NF-kB expr up: raises NF-kB expression in human neuronal cells; NF-kB reporter expression; stronger effect = higher value; fold change at 12.5 µM; actives 1.6% (n = 190,000); in the data active = fold change above about 3.3
FLuc inh counter: counter-screen for luciferase assay inhibitors: firefly luciferase inhibition; ATPLite firefly luciferase biochemical luminescence, 10 min; inhibition, % at 10 µM; actives 1.5% (n = 200,000); AID 1006;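 active = inhibition above about 50% when tested at 10 µM, limit read from the data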
PMI act: increases human mannose-6-phosphate isomerase activity; actives 0.005% (n = 190,000); P34949; purified human PMI, coupled resazurin fluorescence, 20 min; stronger effect = higher value; 1 = vehicle control, 0 substrate-free wells; AID 1214; activation factor at 20 µM;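 active = activation factor of 2 or more at 20 µM, relative to plate controls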
Starred values were filed as active, the others as inactive; · = no result given. Not a hit list (roughly 3.6% active in at least one column).

cpd	canonical_smiles	APP 5'UTR act	PMI act hi M6P	FLuc stim CS	TNAP inh noacc	TNAP inh hiacc
1	CSc1nc(NC(C)(C)C)nc(Oc2ccc(=O)n(C)n2)n1	17	1.1	1	1	3
2	O=C(Nc1cccc2ccccc12)/C(=C\c1cccc([N+](=O)[O-])c1)NC(=O)c1cccs1	0	0.9	1.1	-12	-2
3	CN(c1ccccc1)S(=O)(=O)c1ccc(NC(=S)NC(=O)c2ccccc2)cc1	17	1	1.1	10	2
4	Cc1occc1C(=O)NCCc1ccc(Cl)cc1	19	1.1	1	20	-1
5	CCCOc1ccc(N2C(=O)CC(N(O)c3ccccc3)C2=O)cc1 (stereo not given)	56	1	1	-16	-1
6	COCCn1nnnc1CN1CCC(O)(c2cccc(C(F)(F)F)c2)CC1	-3	1.1	1.1	-6	-6
7	CC(C)(C)c1ccc(-c2nnc(SCC(=O)Nc3sc4c(c3C#N)CCCC4)o2)cc1	14	0.9	0.9	-11	35
8	N#Cc1c(N)sc(=S)c2c1CCCC2	26	1.6	1	7	0

cpd	bIAP act	TNAP act hi DEA	NF-kB expr up	FLuc inh counter	PMI act
1	1	1	0.81	-2	1.1
2	0.4	1	0.99	-8	1
3	0.7	1	0.8	-6	1
4	0.9	1	1.3	0	1.1
5	1	1	1.1	-2	1
6	1	1.1	0.84	-7	1
7	1	0.6	1.2	8	0.8
8	0.9	1	1.2	-5	1.3

Further compounds follow.
cpd	canonical_smiles	APP 5'UTR act	PMI act hi M6P	FLuc stim CS	TNAP inh noacc	TNAP inh hiacc
9	Cc1cc(C(=O)Nc2c(C)nn(Cc3ccccc3)c2C)on1	4	0.9	1	-12	-3
10	CCOC(=O)/C(=C\c1c[nH]c2ccccc12)NC(C)=O	13	0.8	1	3	2
11	CC(C)(C)c1cn(-c2ccccc2)c(=S)[nH]1	0	0.8	1	-6	-3
12	CCCCNC(=O)Cn1cnc2sc(C)c(S(=O)(=O)N3CCN(c4ncccn4)CC3)c2c1=O	3	1	1	-16	-1
13	Cc1noc(C)c1S(=O)(=O)Nc1ccc(C(=O)N2CCN(c3ccc(F)cc3)CC2)cc1	13	1.1	1	-12	-5
14	Cc1cc(NC(=O)C(C)C)n(-c2nc3ccccc3s2)n1	4	1	0.9	-5	-1
15	Cc1nc2ccccc2c(=O)n1/N=C/c1ccc(O)cc1	-1	1.1	1	-3	4
16	O=C1C2C3C=CC(C3)C2C(=O)N1c1ccc(-c2nc3ccccc3o2)cc1 (stereo not given)	32	0.9	0.9	-12	-4

cpd	bIAP act	TNAP act hi DEA	NF-kB expr up	FLuc inh counter	PMI act
9	1	1	0.92	-4	1
10	1	1	1.1	2	0.9
11	1.1	1	1.1	-1	0.9
12	1.1	1	1	-3	1
13	1.2	1.1	1.2	-1	1.1
14	1.1	1	1	11	1
15	1	1	2.2	1	1.1
16	1	1	1.3	14	1

Next section:
cpd	canonical_smiles	APP 5'UTR act	PMI act hi M6P	FLuc stim CS	TNAP inh noacc	TNAP inh hiacc
17	Cc1c(N/C=C/C(=O)c2cccs2)c(=O)n(-c2ccccc2)n1C	29	1	1	3	2
18	Cc1ccccc1-c1nnc(NC(=O)c2ccc(N3C(=O)CCC3=O)cc2)s1	-28	1	1	-4	-2
19	CCOC(=O)CSc1nc2c(c(=O)n(Cc3ccccc3Cl)c(=O)n2C)n1C	5	0.9	1.1	-16	-10
20	O=C(NC1CC2CCCC(C1)N2C(=O)NCc1ccccc1)C1CC1 (stereo not given)	-2	1	1.1	-2	-6
21	CCN(CC)P(=O)(Nc1ccccc1Br)c1ccc(N(C)C)cc1NC(=O)c1ccco1 (stereo not given)	7	0.8	1	-9	-2
22	CCCOc1ccc(C(=O)NC(C)C(=O)O)cc1 (stereo not given)	4	1.1	0.9	5	8
23	CCOC(=O)N1CCN(c2c(NCCCN3CCCC(C)C3)c(=O)c2=O)CC1 (stereo not given)	4	0.9	1	-10	-2
24	Cc1ccc(NC(CC(=O)c2ccccc2)c2ccc(F)cc2)cc1 (stereo not given)	0	0.8	1	-1	2

cpd	bIAP act	TNAP act hi DEA	NF-kB expr up	FLuc inh counter	PMI act
17	0.9	1	0.91	0	1.2
18	0.9	1	1	-2	1.2
19	1	1.1	0.94	-7	1
20	1	1.1	0.94	-10	1
21	0.9	1	1.1	-3	0.9
22	0.9	0.9	1.2	5	1.1
23	1.1	1	1.2	-4	1
24	0.9	1	0.89	0	0.7

Additional structures
cpd	canonical_smiles	APP 5'UTR act	PMI act hi M6P	FLuc stim CS	TNAP inh noacc	TNAP inh hiacc
25	O=C(CSc1nc2cc(Cl)ccc2s1)N1CCCc2ccccc21	8	1	1	-2	5
26	N#CC(C#N)=C1C=C2C=C(N3CCOCC3)CCC2CC1 (stereo not given)	-8	0.4	1	-5	36
27	O=C(Nc1ccccc1N1CCOCC1)c1cccnc1	16	0.9	1	-8	1
28	CC(C)Oc1ccc(CN=C(N)N=C(N)N)cc1Cl	7	1.1	1	-17	-6
29	O=C(CSCc1ccc(F)cc1)NCc1ccc2c(c1)OCO2	22	0.9	1.1	-11	-5
30	CC(NC(=O)COc1ccccc1)C(c1cccs1)N1CCCC1 (stereo not given)	11	1	1	-2	2
31	Cn1c(NCC(O)c2ccccc2)nc2c1c(=O)n(Cc1ccc(Cl)cc1)c(=O)n2C (stereo not given)	0	0.9	1.1	-3	2
32	COc1ccccc1/C=C(/C(=O)OCC(=O)Nc1cc(C)ccc1C)c1ccccc1	0	1	1.1	22	-1

cpd	bIAP act	TNAP act hi DEA	NF-kB expr up	FLuc inh counter	PMI act
25	0.7	0.9	1	0	1
26	1	0.6	0.91	-3	0.8
27	1	1	1	-2	1.1
28	1	1.1	0.9	0	0.9
29	1	1.1	1.1	-7	0.9
30	1.2	1	1.1	-1	1.1
31	1	1	0.66	-6	0.9
32	0.8	1	1.1	-8	0.9

Additional results.
cpd	canonical_smiles	APP 5'UTR act	PMI act hi M6P	FLuc stim CS	TNAP inh noacc	TNAP inh hiacc
33	CCn1ncc(CNC(=O)C2(C)CC2(Cl)Cl)c1C (stereo not given)	12	1.1	1	-15	-8
34	CC12CN3CC(C)(CN(C1)C3c1ccc3c(c1)OCO3)C2 (stereo not given)	9	1.1	1.1	-5	-7
35	CCCn1ncc([C@@H]2C[C@H]3CN(Cc4cccc(Cl)c4)C(=O)[C@]34CCCN24)c1C	0	0.9	1.1	-12	-9
36	OCC1(CCOc2ccccc2)CCN(CC2=Cc3cc(Cl)ccc3OC2)CC1	10	0.9	1	0	1
37	CCOc1ccc(NC(=S)NC(C)CCc2ccccc2)cc1 (stereo not given)	-11	1	1.1	-15	-4
38	CCC1(CC)NC(=O)N(CC(=O)OCC(=O)Nc2sccc2C#N)C1=O	7	1	1	-16	-4
39	CC1=NN(c2ccc(C(=O)OC(C)C)cc2)C(=O)/C1=C\C=C\c1ccco1	12	1.1	0.9	13	4
40	CCOc1cc(C(=O)OCC(=O)Nc2cc(C)on2)cc(OCC)c1OCC	12	0.9	1	-3	2

cpd	bIAP act	TNAP act hi DEA	NF-kB expr up	FLuc inh counter	PMI act
33	1.1	1.1	1.2	0	1.1
34	0.9	1.1	1	-8	1.1
35	1.2	1.1	1	-6	1
36	1.1	1	1.1	1	0.9
37	1.1	1	1.1	-5	0.9
38	1	1	1.1	-4	1
39	0.9	1	1.1	6	1.1
40	0.9	1	1.2	-1	0.9

In the list so far, these have a cyano group.
cpd	canonical_smiles	APP 5'UTR act	PMI act hi M6P	FLuc stim CS	TNAP inh noacc	TNAP inh hiacc
7	CC(C)(C)c1ccc(-c2nnc(SCC(=O)Nc3sc4c(c3C#N)CCCC4)o2)cc1	14	0.9	0.9	-11	35
8	N#Cc1c(N)sc(=S)c2c1CCCC2	26	1.6	1	7	0
26	N#CC(C#N)=C1C=C2C=C(N3CCOCC3)CCC2CC1 (stereo not given)	-8	0.4	1	-5	36
38	CCC1(CC)NC(=O)N(CC(=O)OCC(=O)Nc2sccc2C#N)C1=O	7	1	1	-16	-4

cpd	bIAP act	TNAP act hi DEA	NF-kB expr up	FLuc inh counter	PMI act
7	1	0.6	1.2	8	0.8
8	0.9	1	1.2	-5	1.3
26	1	0.6	0.91	-3	0.8
38	1	1	1.1	-4	1

The list goes on.
cpd	canonical_smiles	APP 5'UTR act	PMI act hi M6P	FLuc stim CS	TNAP inh noacc	TNAP inh hiacc
41	CCCCNC(=O)CCC(=O)Nc1ncc(-c2ccc(C)cc2)n1C	3	0.9	1	-13	-4
42	CCOC(=O)c1c(NC(=O)c2cccnc2Cl)sc(C(=O)N(C)C)c1C	4	1.1	1.1	-8	0
43	COc1ccc(-c2nc(CSCC(=O)N3CCN(C)CC3)c(C)o2)cc1OC	-3	1	1	-14	-7
44	COc1cc(C=O)ccc1OS(=O)(=O)c1ccc(NC(C)=O)cc1	-6	1	1	-4	2
45	CCC1=NN2C(=N)/C(=C/c3c(C)nn(-c4ccccc4)c3Cl)C(=O)N=C2S1	4	1	1.1	-8	-4
46	Cc1ccc(OCC(=O)Nc2sc3c(c2C#N)CCC3)cc1C	8	1	1	-2	-2
47	CCn1c(SCc2cccnc2)nnc1-c1c[nH]c2ccccc12	·	1	1	-9	-3
48	Cc1ccc(O)c(CCc2ccc(O)cc2)n1	18	1.1	1	-5	-1

cpd	bIAP act	TNAP act hi DEA	NF-kB expr up	FLuc inh counter	PMI act
41	0.8	1	0.91	-4	0.9
42	1	1	1.2	-9	1
43	1	1.1	0.95	-4	1
44	0.9	1	0.78	0	1.1
45	0.9	1	1	-11	1.1
46	0.9	1	1.3	-5	1
47	1	1	1.3	0	1
48	1.1	1	1	5	1.1

Part of the list above in order of molecular weight, ascending.
cpd	canonical_smiles	APP 5'UTR act	PMI act hi M6P	FLuc stim CS	TNAP inh noacc	TNAP inh hiacc
48	Cc1ccc(O)c(CCc2ccc(O)cc2)n1	18	1.1	1	-5	-1
46	Cc1ccc(OCC(=O)Nc2sc3c(c2C#N)CCC3)cc1C	8	1	1	-2	-2
44	COc1cc(C=O)ccc1OS(=O)(=O)c1ccc(NC(C)=O)cc1	-6	1	1	-4	2

cpd	bIAP act	TNAP act hi DEA	NF-kB expr up	FLuc inh counter	PMI act
48	1.1	1	1	5	1.1
46	0.9	1	1.3	-5	1
44	0.9	1	0.78	0	1.1
